Bioassay records: PubChem, National Center for Advancing Translational Sciences (NCATS)
MCF10A rerep: DNA re-replication induction in MCF 10a cells; MCF 10A DNA re-replication, Hoechst nuclear intensity, 48 h; Potency, µM (doses to about 46.1 µM), for the others: at the highest dose activity, positive = re-replication, hits mostly activators; 2.9% of 350,000 active; further: potency means the concentration at half of the fitted maximal effect; % of control where 0% means no effect; nearly all actives have a fitted effect of over 50% in size
IL1B secr inh: inflammasome signaling inhibition, IL-1 beta readout | THP-1 LPS/ATP IL-1B secretion, AlphaLISA, 16 h; stronger effect = lower value | activity change, % at 57.5 µM | 4.7% of 360,000 active | AID 743279; in the data active means activity change below about -50%; inconclusive means mostly about -30% to -49%; further: on the % scale 0 is the no-effect control and ±100 the full control effect
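THP-1 cells pretreated 1 hr with compounds (up to 57.5 uM final), then stimulated with LPS (250 ng/mL final) plus ATP (1.25 mM final); secreted IL-1B measured by AlphaLISA after 16 hr, decreased signal indicating inhibition.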
A549 viability: A549 cytotoxicity, counter-screen for Nrf2 inhibitors. A549 ARE-Fluc cells, CellTiter-Fluor viability, 18-24 h. 0.16% of 390,000 active. Potency, µM (top dose mostly 46 µM), for the others: top-dose activity change, negative = cytotoxicity, hits mostly inhibitors; further: potency means the concentration at half of the fitted maximal effect; on the % scale 0 is the no-effect control and ±100 the full control effect
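A549 ARE_Fluc cells in 5% FBS OPTI-MEM were exposed to compounds in concentration-response for 18-24 h at 37 deg C. Viability was read by CellTiter-Fluor fluorescence (Ex 405/Em 525) after 30 min, before the luciferase read.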
ATXN2 expr inh: ATXN2 expression inhibition; Potency, µM (titrated, usually from 57 µM), inactives show at the top dose activity change, negative = inhibition, most hits filed as inhibitors; 0.72% of 360,000 active; HEK-293 ATXN2-luciferase reporter, luminescence, 24 h; further: potency means the concentration at half of the fitted maximal effect; on the % scale 0 is the no-effect control and ±100 the full control effect; nearly all actives have a fitted effect of over 55% in size
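qHTS (up to 57 uM final) was run with 24 h compound exposure of reporter cells at 37 °C. Each well was multiplexed: SteadyGlo luminescence measured ATXN2-luciferase expression after a fluorogenic Gly-Phe-AFC viability readout (25 uM final).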
Nrf2 block: blocks Nrf2 signaling; A549 ARE-Fluc reporter, luciferase luminescence, 18-24 h; Potency, µM (titrated, usually from 46 µM), for inactives: at the top dose activity change, negative = inhibition, most hits filed as inhibitors; 2.1% of 360,000 active; further: potency means the concentration at half of the fitted maximal effect; on the % scale 0 is the no-effect control and ±100 the full control effect; nearly all actives have a fitted effect of over 60% in size
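Quantitative HTS in A549 cells stably bearing an antioxidant response element-firefly luciferase construct. Inhibition of Nrf2-driven transcription was scored by luminescence after 18-24 h of compound exposure at 37 °C.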
HepG2 viability: counter-screen for TGF-b inhibitors: cytotoxicity in HepG2 cells; 0.76% of 410,000 active; HepG2 CAGA-GFP viability, ATP luminescence, 18 h; Potency, µM (series often up to 46.1 µM), for inactives: at the highest dose activity change, negative = cytotoxicity, hits mostly cytotoxic; further: potency means the concentration at half of the fitted maximal effect; some results filed as inactive show a strong effect at the top dose
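HepG2 CAGA-GFP cells (1000/well, DMEM with 1% FBS) received compound, then TGF-beta at 500 pg/mL final, and were incubated 18 hours at 37 degrees C. Viability was read by CellTiter-Glo luminescence. Media-only wells were set as complete cell-killing and DMSO as no toxicity.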
TGFb inhibitor: blocks TGF-b signaling; HepG2 CAGA-GFP TGF-b/SMAD3 reporter, GFP fluorescence, 18 h; TGF-beta stimulated, 500 pg/mL final; Potency, µM (titrated, usually from 46.1 µM), without a hit: top-dose activity, negative = inhibition, hits mostly inhibitors; 1.2% of 410,000 active; AID 588855; further: potency means the concentration at half of the fitted maximal effect; on the % scale 0 is the no-effect control and ±100 the full control effect; nearly all actives have a fitted effect of over 65% in size
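Smad-responsive CAGA-GFP expression was quantified in HEPG2 cells exposed to compounds and 500 pg/mL final TGF-beta for 18 h at 37 degrees C; unstimulated wells defined full inhibition.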
Nrf2 ARE act: activators of Nrf2 (ARE) signaling; AREc32 ARE-luciferase reporter (MCF7-derived line), luminescence, 24 h; AID 624171; 0.31% of 410,000 active; Potency, µM (series often up to 46.1 µM), inactives show top-dose activation, hits mostly activators; further: potency means the concentration at half of the fitted maximal effect; % of control where 0% means no effect; nearly all actives have a fitted effect of over 65% in size
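AREc32 cells carrying an ARE-driven firefly luciferase, 1000 cells/well in OPTI-MEM with 5% FBS, dosed after overnight attachment and incubated 24 hr at 37 deg C. Steady-Glo luminescence read after 30 min at RT.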
ATXN viability: cell viability loss in ATXN counter-screen. S2 cells (HEK-293 line with an ATXN2-luciferase reporter) viability, CellTiter-Fluor protease fluorescence, 24 h. Potency, µM (series often up to 56.7 µM), most hits filed as cytotoxic. 0.49% of 400,000 active. AID 651635; further: potency means the concentration at half of the fitted maximal effect; nearly all actives have a fitted effect of over 40% in size
* = called active by the depositor; i = inactive; ? = inconclusive; · = not tested or not shown; & = joins results of further samples; [ ] = remark or other dose. Unless noted, the call rests on the fitted dose curve; in most records, active means well fitted curve in the direction sought with a large enough effect; inconclusive means small, poorly fitted or top-dose-only effect, or another doubt; inactive means no such curve, though single readings can be large; an effect the other way counts as inactive or inconclusive.

SMILES	MCF10A rerep	IL1B secr inh	A549 viability	ATXN2 expr inh	Nrf2 block	HepG2 viability	TGFb inhibitor	Nrf2 ARE act	ATXN viability
Cc1nn(Cc2ccccc2)c2c1C(c1ccncc1)C(C#N)=C(N)O2 (stereo not given)	-4%	49	-1%	9%	13%	-5%	0%	8.8%	i
Cc1nc(C(=O)O)cc2c1[nH]c1ccccc12	?	19	-6%	6%	12%	3%	0%	0.0%	i
CCCc1nc2sc3c(c2c(=O)n1N)CCC3	-8%	-7	0%	-5%	-17%	-2%	4%	3.6%	i
CCOc1ccc(OCC(=O)OC(C)C(=O)NC2CCCC2)cc1 (stereo not given)	-6%	0	2%	0%	14%	10%	1%	-0.6%	i
COc1ccc(C2c3ccc4ccccc4c3Oc3ncn(CCN(C)C)c(=N)c32)cc1 (stereo not given)	21µM*	-98*	-4%	-29%	17%	-80%	16µM*	9.6%	?
Cc1ccc(C(=O)Nc2ccc(S(=O)(=O)N3CCN(C)CC3)cc2)o1	-20%	17	0%	8%	·	0%	0%	-0.4%	i
CN(C(=O)Nc1cnc2ccccc2c1)c1ccccc1	-4%	13	1%	18%	?	5%	-1%	2.6%	i
O=C(Nc1ccccc1)c1cccc(=O)o1	0%	-8	-4%	3%	8%	-68%	0%	1.8%	i
O=C1CSC(=O)N1CC(O)COc1ccc(Cl)cc1 (stereo not given)	21%	4	18%	14%	19%	-3%	-18%	8.5%	i
CCc1ccc(C2c3c(-c4cc(C)ccc4O)n[nH]c3C(=O)N2CCO)cc1 (stereo not given)	·	·	3%	-18%	17%	-20%	-12%	4.6%	?
Cc1nc(C)c(-c2csc(N)n2)s1	-1%	23	2%	7%	11%	7%	-4%	-0.1%	i
CCOC(=O)CN(C(=O)COc1nc(-c2ccccc2)cc(C)c1C#N)c1ccc(C)cc1	-1%	0	-5%	·	-26%	-2%	4%	-0.2%	?
c1ccc(CCn2nnc3ccccc32)cc1	1%	3	1%	0%	?	0%	0%	2.1%	i
COC(=O)c1c(C(=O)OC)c(C)n(Cc2cccnc2)c1C	3%	-5	-3%	-3%	-10%	-13%	-17%	-0.7%	i
COc1ccc(NC(=O)CN2CCN(S(=O)(=O)N(C)C)CC2)cc1	2%	-27	0%	1%	1%	0%	-10%	0.0%	i
COc1ccc(NC(=O)Nc2sc(NS(=O)(=O)c3ccccc3)nc2C)cc1	-1%	-3	-1%	6%	2%	5%	8%	3.6%	i
CN(C)S(=O)(=O)c1ccc(Cl)c(NC(=O)COC(=O)CN2C(=O)NC(C)(C)C2=O)c1	-1%	16	2%	-19%	-10%	18%	37%[activator]	-2.1%	?
COc1ccc(NC(=O)C(OC(=O)c2cnc(C)cn2)c2ccccc2)cc1Cl (stereo not given)	1%	-3	-3%	6%	16%	10%	10%	0.9%	i
Cn1c(Cc2cccs2)nnc1SCc1nc2ccccc2[nH]1	3%	2	-1%	8%	24%	20%	19%	0.3%	i
O=c1[nH][nH]c2cc(=O)n(-c3cccc(C(F)(F)F)c3)nc12	-2%	0	-18%	-7%	-13%	0%	-5%	-1.0%	i

4 entries from above, ordered by their value in IL1B secr inh, ascending:
| compound | IL1B secr inh | Nrf2 block | TGFb inhibitor | Nrf2 ARE act |
| --- | --- | --- | --- | --- |
| COc1ccc(C2c3ccc4ccccc4c3Oc3ncn(CCN(C)C)c(=N)c32)cc1 (stereo not given) | -98* | 17% | 16µM* | 9.6% |
| COc1ccc(NC(=O)C(OC(=O)c2cnc(C)cn2)c2ccccc2)cc1Cl (stereo not given) | -3 | 16% | 10% | 0.9% |
| CCOC(=O)CN(C(=O)COc1nc(-c2ccccc2)cc(C)c1C#N)c1ccc(C)cc1 | 0 | -26% | 4% | -0.2% |
| CN(C(=O)Nc1cnc2ccccc2c1)c1ccccc1 | 13 | ? | -1% | 2.6% |

Continuation.
SMILES	MCF10A rerep	IL1B secr inh	A549 viability	ATXN2 expr inh	Nrf2 block	HepG2 viability	TGFb inhibitor	Nrf2 ARE act	ATXN viability
Cc1ccc(N(C(=O)c2csnn2)C(C(=O)NC(C)(C)C)c2cccnc2)cc1 (stereo not given)	0%	27	-2%	1%	1%	3%	6%	0.1%	i
Cc1ccc(F)cc1NC(=O)COC(=O)COc1ccc(C#N)cc1	-18%	-4	2%	-10%	2%	2%	-4%	-0.1%	i
c1ccc(CN2CCN(c3nc(-c4ccccc4)nc(-n4ccnc4)n3)CC2)cc1	?	?	-30%	-18%	15µM*	0%	?	-0.3%	?
Cc1ccc(NC(=S)N2CCN(S(C)(=O)=O)CC2)cc1	-3%	-15	4%	8%	-4%	5%	13%	0.1%	i
CC(NC(=O)CN1C(=O)NC2(CCCCC2)C1=O)c1ccc(S(N)(=O)=O)cc1 (stereo not given)	?	8	-5%	-8%	16%	17%	17%	0.6%	i
CC(=O)N1CCN(c2ccc(N=Cc3c(O)n(Cc4ccccc4)c(=O)[nH]c3=O)cc2)CC1	22%	-22	-5%	-2%	-13%	-3%	9%	-0.5%	i
COc1ccc(CCCc2n[nH]c(=S)n2C)cc1C	-1%	-3	0%	4%	-9%	-10%	-2%	2.9%	i
CC(C)Sc1cc(N2CCOCC2)nc(-c2ccc(Cl)cc2)n1	?	-13	-2%	-14%	-11%	-47%	-1%	1.6%	i
O=C(CSc1nc(-c2ccccc2)nc2c1Cc1ccccc1O2)N1CCCCC1	·	·	0%	11%	0%	8%	11%	?	?
CCOC(=O)c1c(C(=O)OCC)c(C)n(CCc2ccc(OC)c(OC)c2)c1C	4%	1	-2%	-18%	?	15%	0%	-0.5%	i
Cc1c(C(=O)N2CCCCC2)c(S(=O)(=O)Nc2ccc(F)cc2F)c(C)n1C	2%	-14	-2%	5%	18%	5%	14%	-0.9%	i
CC1=C(C(=O)Nc2ccc(F)cc2)C(c2ccc(C)o2)C2=C(CC(C)(C)CC2=O)N1 (stereo not given)	0%	-28	-12%	5%	4%	4%	-15%	3.0%	i
COc1ccc(CNC(=O)c2sc3nc4n(c(=O)c3c2C)CCCC4)cc1	·	·	25%	·	-18%	-6%	·	4.1%	·
COc1cccc(CN(C)C(=O)CNC(=O)c2ccc(-c3ccccc3)cc2)c1OC	11%	-63*	-21%	?	4.6µM*	-26%	?	-0.4%	i
Cc1cccc(Cn2c(SCc3ccc(C(=O)NCc4cccs4)cc3)nc3ccncc32)c1	·	·	-17%	-35%	?	-27%	?	6.9%	?
COc1ccc(C2CCN(Cc3cccnc3)CC2O)cc1 (stereo not given)	-4%	11	1%	-10%	-5%	-3%	-11%	-0.4%	i
COc1ccc(N2C(=O)CSCC2=O)cc1OC	-11%	9	-1%	4%	-5%	0%	6%	3.1%	i
COc1ccc(C)cc1NS(=O)(=O)c1cc(Br)cc2c1N(C(C)=O)C(C)C2 (stereo not given)	·	·	5%	-11%	-4%[9.27 µM]	-6%	?	-0.7%	i
COc1cccc(C(=O)NC(=S)N2CCN(c3ccc(C(F)(F)F)cc3[N+](=O)[O-])CC2)c1	-6%	19	-10%	-18%	?	-28%	0%	-0.5%	i
CCc1ccccc1NC(=S)N(Cc1cccnc1)Cc1ccco1	15%	0	-2%	-30%	1%	20%	11%	-0.1%	i

A second format for some results above.
structure | MCF10A rerep | IL1B secr inh | A549 viability | ATXN2 expr inh | Nrf2 block | HepG2 viability | TGFb inhibitor | Nrf2 ARE act | ATXN viability
CC1=C(C(=O)Nc2ccc(F)cc2)C(c2ccc(C)o2)C2=C(CC(C)(C)CC2=O)N1 (stereo not given) | 0% | -28 | -12% | 5% | 4% | 4% | -15% | 3.0% | i
Cc1cccc(Cn2c(SCc3ccc(C(=O)NCc4cccs4)cc3)nc3ccncc32)c1 | · | · | -17% | -35% | ? | -27% | ? | 6.9% | ?

(continued)
SMILES	MCF10A rerep	IL1B secr inh	A549 viability	ATXN2 expr inh	Nrf2 block	HepG2 viability	TGFb inhibitor	Nrf2 ARE act	ATXN viability
ON=C1c2ccccc2-c2ccc(O)cc21	20%	?	-11%	27%	4%	2%	?	4.1%	i
Cc1cc(C)cc(NC(=O)c2cccc3c2C(=O)N(C2CCCCC2)C3)c1	16%	29	2%&17%	12%&12%	7%&9%	-7%&9%	0%&-1%	0.2%&-0.1%	i
CCOc1ccc(N2C(=O)S/C(=C\c3ccc(O)c(OC)c3)C2=O)cc1	0%	-18	0%	·	-25%	-3%	32%[activator]	-0.9%	i
CCOC(=O)c1nc2cc3n(c(C)c-2c1C)C(C)C(C)=C3C (stereo not given)	8%	-62*	0%	-21%	-7%	-5%	2%	-0.8%	i
O=C(COC(=O)COc1ccc(Cl)cc1Br)NC1CCCC1	·	9	·	·	·	-6%	-3%	-1.6%	i
Cc1ccccc1OCc1nnc(SCC(=O)NCc2ccccc2)n1C	?	27	-2%	5%	12%	6%	-2%	-0.9%	i
CCCCn1c(N)c(N(CCC(C)C)C(=O)C2CCCN(C(=O)c3ccc(Cl)cc3)C2)c(=O)[nH]c1=O (stereo not given)	5%	1	1%	-6%	-14%	2%	-17%	-0.1%	i
CC(C)n1ncc2c(C(=O)NCc3ccccc3CN(C)C)cc(C3CC3)nc21	?	?	-8%	0%	-5%	-40%	-6%	3.2%	i
CN(C(=O)CSc1nnc(NCc2ccccc2)s1)C1CCS(=O)(=O)C1 (stereo not given)	-1%	8	1%	33%	4%	7%	-20%	0.3%	i

Exported with each value named: part of the list above.
> Cc1cc(C)cc(NC(=O)c2cccc3c2C(=O)N(C2CCCCC2)C3)c1
  MCF10A rerep: 16%; IL1B secr inh: 29; A549 viability: 2%&17%; ATXN2 expr inh: 12%&12%; Nrf2 block: 7%&9%; HepG2 viability: -7%&9%; TGFb inhibitor: 0%&-1%; Nrf2 ARE act: 0.2%&-0.1%; ATXN viability: i

> CCOc1ccc(N2C(=O)S/C(=C\c3ccc(O)c(OC)c3)C2=O)cc1
  MCF10A rerep: 0%; IL1B secr inh: -18; A549 viability: 0%; ATXN2 expr inh: ·; Nrf2 block: -25%; HepG2 viability: -3%; TGFb inhibitor: 32%[activator]; Nrf2 ARE act: -0.9%; ATXN viability: i
